M1AAP inhibition: P. falciparum M1AAP inhibitors, biochemical, fluorogenic H-Leu-NHMec substrate, 1536-well (AID 1445); Aminopeptidase N (Plasmodium falciparum (isolate 3D7)); recombinant M1AAP, H-Leu-NHMec fluorogenic kinetic assay; higher % means a stronger effect; one-dose inhibition, % at 30 µM; IC50 in µM for titrated hits; actives 0.42% (n = 220,000);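 active = primary inhibition above the hit cutoff, then over 50% inhibition at one or more dose response concentrations, cut at about 23% in these data, passing the limit was not always enough; inconclusive = conflicting primary data, or primary hits not chosen for dose response; inactive = low primary inhibition, or under 50% at every dose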;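 also: plate controls were DMSO full reaction for no effect and no enzyme background for full effect; strong numbers were not always called active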
MT stabilizer: microtubule stabilizers in HeLa cells, primary screen, imaging, high-content imaging; HeLa tubulin immunostaining HCS, 24 h; share of cells brighter than vehicle mean+2SD; % tubulin-high responders, % at 10 µM; actives 0.83% (n = 200,000);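 active = plate Z-score above 3 for both tubulin-high and condensed-nucleus cell shares, with cell loss under 80%, at 10 µM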;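 also: anti alpha tubulin signal scored within the nucleus-defined area of each cell; some results filed as inactive read as strong as hits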
Yfh1-depleted yeast: enhancers of respiration in Yfh1-depleted yeast, dose response, Friedreich's ataxia, plus single-dose screen (AID 1465). S. cerevisiae Yfh1-off respiration, WST-1 reduction, 72 h; higher fold induction means a stronger effect. fold induction at 50 µM, or EC50 in µM where a hit was titrated. actives 0.074% (n = 220,000);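 active = fold induction of absorbance versus untreated yeast above a set limit, then at least 30% activation at any dose in follow-up; inconclusive = repeats straddling the limit, or above it without dose testing; inactive = fold induction below the set limit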;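 also: activators that raise dye reduction in frataxin-depleted yeast; strong numbers were not always called active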
Lipid droplet: inhibitors of hepatocyte lipid droplet formation, primary screen, imaging, high-throughput imaging, BODIPY stain | AML12 mouse hepatocytes, oleate lipid droplets | actives 0.4% (n = 240,000) | inhibition, % at 6.5 µM;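 active = lipid droplet intensity inhibited by at least 50%, with more than 500 cells counted; inconclusive = wells with under 300 cells, treated as cytotoxic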
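System: AML12 hepatocytes (mouse). Probe or stimulus: oleic acid at 100 µM to induce lipid droplet formation. Times: overnight treatment with compound plus oleate. Detection: Image-based BODIPY and DAPI two-channel analysis. Evaluation: percent inhibition of filter-corrected integrated lipid droplet intensity per well.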
M17LAP inhibition: P. falciparum M17LAP inhibitors, primary screen, biochemical, fluorogenic H-Leu-NHMec substrate, 1536-well (AID 1619). actives 0.38% (n = 220,000). inhibition, % at 30 µM, or IC50 in µM where a hit was titrated. Leucine aminopeptidase (Plasmodium falciparum (isolate 3D7)). recombinant M17LAP, H-Leu-NHMec fluorogenic kinetic assay; higher % means a stronger effect;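 active = compound inhibiting the enzyme by more than half at any dose during confirmatory dose-response retesting; inconclusive = strong single-dose inhibitors picked by rank but not retested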;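 also: plate controls were full reaction with DMSO carrier for no effect and no enzyme background for full effect; strong numbers were not always called active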
Autophagy HCS: autophagy modulators in MEF cells, primary screen, imaging, high-content, MEF GFP-LC3; MEF GFP-LC3 puncta imaging; test concentration mostly 10 µM; calls only at 10 µM (by protocol); actives 0.98% (n = 190,000); AID 463193, 2010;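 active = percentage of spot-positive cells more than 3 SD above its plate mean, without a fluorescence outlier flag or 80% toxicity; inconclusive = no clear call, values can overlap the other calls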;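 also: spot-positive cell cutoff set from DMSO-treated cells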
Ins promoter up: insulin promoter activators in MIN6 cells, imaging, high-content screening, mouse beta cells | actives 0.3% (n = 190,000) | MIN6 insulin promoter-GFP reporter; active compounds read high | z-score at 5 µM | AID 1625, 2009;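 active = z-score above 3 at 5 µM with at least 500 cells counted in the well; inconclusive = wells under 500 cells, flagged as cytotoxic or low count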
Dynein transport: inhibitors of GR-EGFP nuclear translocation, primary screen, dynein cargo transport inhibitor project, imaging, high-content, 3617.4 mouse cells | test concentration mostly 20 µM; stimulated with dexamethasone, 1 µM; active compounds read low | z-score, hits read low | actives 0.47% (n = 220,000);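 active = plate z-score of nuclear minus cytoplasmic receptor signal below a set negative limit, without overly bright fluorescence or cell loss, cut at about -3.5 in these data, passing the limit was not always enough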;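 also: z-score of nuclear minus cytoplasmic ring GR-EGFP intensity difference per well; some compounds called inactive have numbers as strong as hits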
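Medium: Induction medium lacking tetracycline, stripped serum | Probe or stimulus: 1.0 µM final dexamethasone stimulus | Schedule: 48 h induction, then 1 h compound, then 30 min agonist, 37 °C | Signal: Automated 10x imaging of fixed Hoechst-stained cells | Evaluation: Per-cell GR-EGFP intensity, nucleus versus surrounding cytoplasmic ring, well-averaged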
CSM14.1 death rescue: rescue of cells from ER stress-induced death, primary screen, 384-well, CSM14.1, thapsigargin, ATP luminescence (AID 1222). CSM14.1 thapsigargin-induced death rescue, ATP luminescence; higher % means a stronger effect. one-dose cellular ATP content (survival), % at 20 µM; EC50 in µM for titrated hits. 190,000 tested, under 10 active;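 active = EC50 below 50 µM in the dose-response confirmation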;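 also: death triggered by thapsigargin at about 15 µM added after 2 h compound pretreatment; cell ATP read after overnight thapsigargin exposure of roughly 18 to 22 hours; normalized against plate controls of thapsigargin alone and 5% DMSO vehicle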
Dynein transport cytoplasmic EGFP: recorded beside Dynein transport, whose call it bears; z-score; measured here: cytoplasmic GR-EGFP intensity; active compounds read high
Dynein transport nuclear GR-EGFP: recorded beside Dynein transport, whose call it bears; z-score; measured here: nuclear GR-EGFP intensity;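 lower value marks the stronger effect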
Dynein transport cell count: second read-out of Dynein transport, no call of its own (marks repeat the call); z-score; measured here: cell count per field
Ins promoter up cell count: second read-out of Ins promoter up, no call of its own (marks repeat the call); cell count; measured here: cytotoxicity, nuclei count;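 total cells summed across four imaged fields per well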
Lipid droplet cells 6.5 µM: further read-out of Lipid droplet, marked with its call; cell count; measured here: cell count, cytotoxicity flag;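 cells counted across two imaged fields per well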
MT stabilizer Hoechst-high %: also measured in MT stabilizer; calls as there; % Hoechst-high responders; measured here: nuclear condensation Hoechst responders;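 share of cells brighter than vehicle mean plus two SD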
MT stabilizer cytotoxicity %: recorded beside MT stabilizer, whose call it bears; toxicity, %; measured here: cytotoxicity by cell density;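 0% = mean cell density of plate MIN control wells and 100% = no cells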
Autophagy HCS cell loss 18 h: also measured in Autophagy HCS; calls as there; toxicity, %; measured here: cell loss, nuclei count;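 cell loss after 18 h compound exposure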
Starred values were filed as active, the others as inactive; i = inactive; ? = inconclusive; nt = no result given.

SMILES	M1AAP inhibition	MT stabilizer	MT stabilizer Hoechst-high %	MT stabilizer cytotoxicity %	Yfh1-depleted yeast	Lipid droplet	Lipid droplet cells 6.5 µM	M17LAP inhibition	Autophagy HCS	Autophagy HCS cell loss 18 h	Ins promoter up	Ins promoter up cell count	Dynein transport	Dynein transport cytoplasmic EGFP	Dynein transport nuclear GR-EGFP	Dynein transport cell count	CSM14.1 death rescue
Cc1cc(N(C)C)c(C#N)c(NCc2ccccc2)n1	-1%	2.4	5.8	7.8	i	nt	nt	1%	i	-4	-0.23	1204	-0.054	-0.097	-0.0013	0.55	2.6%
CCc1cc(C(=O)c2ccc(OC)cc2)c(NC(=O)CN2CCCC2)s1	9%	nt	nt	nt	i	-6	724	8%	nt	nt	0.47	1515	-0.21	-0.26	-0.22	0.25	nt
COc1ccc(S(=O)(=O)NC(N)=NCCc2ccc(OC)c(OC)c2)cc1C	4%	1.0	1.1	6.3	i	23	709	0%	i	15	nt	nt	-0.31	-0.22	-0.17	0.53	-0.6%
O=C(NC(NC1CCS(=O)(=O)C1)C(Cl)(Cl)Cl)c1cccc(Cl)c1 (centres undefined)	-5%	2.5	1.1	2.2	i	nt	nt	5%	i	5	0.01	1614	2.6	-0.19	0.79	-0.86	-0.6%
Cc1ccc(SC[C@H](Cc2ccccc2)N2CCN(CCc3ccccc3)CCC2=O)cc1	0%	nt	nt	nt	i	-47	690	-10%	nt	nt	nt	nt	0.082	-0.8	0.065	0.32	nt
CCn1c(=O)cc(N2CCCCC2)[nH]c1=O	-2%	2.0	1.9	9.9	i	nt	nt	2%	i	17	-0.52	1651	-0.21	-0.11	0.11	-0.24	-0.9%
CCCCS(=O)(=O)/C=C\C1C2C=CC(C2)C1S(=O)(=O)CCCC (centres undefined)	8%	1.6	1.7	11	i	nt	nt	0%	i	0	0.53	1113	0.41	-0.19	0.35	0.17	0.6%
COc1ccc(Cl)cc1N/C(N)=N/c1nc(C)cc(=O)[nH]1	8%	3.1	3.1	2.2	i	29	700	0%	i	-6	-0.04	1273	-0.24	-0.38	-0.67	0.54	-0.1%
COc1ccc(NC(=S)NCCc2ccc(F)cc2)c(OC)c1	-12%	1.7	1.4	3.7	i	-17	685	-10%	i	7	-0.94	1375	-0.54	-0.14	-0.64	0.53	11%
Cc1ccc(C(O)CN2C3=NCCN3c3ccccc32)cc1 (centres undefined)	7%	6.3	4.6	3.9	i	nt	nt	4%	i	4	-0.97	1185	-0.42	0.29	0.3	-0.25	0.3%
CCOc1ccc(/C(O)=C2\C(=O)C(=O)N(CCN(C)C)C2c2cccc(OC)c2OC)cc1Cl (centres undefined)	5%	1.4	1.3	1.4	nt	2	754	-8%	i	-1	0.35	1309	-0.78	-0.19	-0.21	-0.037	-3.0%
Cc1ccc(C2C(C#N)=C(N)Oc3cc(C)oc(=O)c32)o1 (centres undefined)	2%	0.8	0.9	2.4	i	0	627	28%	i	5	nt	nt	-1.2	-0.3	-0.75	1.2	14%
CC(=O)Nc1ccc(S(=O)(=O)Nc2cccc(-c3nc4ccccc4o3)c2)cc1	11%	6.6	4.2	1.8	i	27	902	5%	i	4	nt	nt	-0.21	0.66	0.02	-0.17	-2.1%
CCO[C@@H]1OC(C(=O)NC2CC2)=C[C@H](c2ccc(Br)cc2)[C@H]1CCCO	-3%	nt	nt	nt	i	2	661	0%	nt	nt	-0.02	1034	0.37	-0.79	0.32	-0.53	nt
Clc1ccc(Oc2nnnn2-c2ccccc2)cc1	5%	2.8	1.3	5.3	i	nt	nt	3%	i	-7	-0.61	1453	0.19	-0.23	-0.015	0.57	1.5%
N#CC(=C=[N-])/C=C(\C(=O)c1ccccc1)[n+]1ccccc1	13%	nt	nt	nt	i	-17	715	20%	nt	nt	-0.24	1465	-0.34	-0.19	-0.25	0.67	nt
Cc1ccc2nsnc2c1NS(=O)(=O)c1c(C)ccc2nsnc12	3%	1.3	1.3	5.9	i	nt	nt	2%	i	-14	0.35	1254	-0.22	-0.21	-0.12	0.16	0.3%
Cc1ccc2[nH]c(=O)c(CN(CCN3CCOCC3)C(=O)Nc3ccc(F)cc3)cc2c1	18%	3.4	2.5	12	i	nt	nt	-3%	i	-4	-1.9	1123	-0.34	-0.22	0.086	-0.27	1.7%
COc1ccc(C(=O)N2CCN(S(=O)(=O)N3CCOCC3)CC2)cc1OC	0%	3.3	2.4	6.8	i	1	692	7%	i	-4	-0.53	1296	-0.11	-0.24	-0.25	0.23	nt
CCC(C)(C)NC(=O)C(c1ccc(C)cc1)N(Cc1cccnc1)C(=O)c1csnn1 (centres undefined)	7%	3.5	1.6	4.4	i	2	747	16%	i	-14	nt	nt	-0.022	-0.057	0.42	-0.42	-1.9%
O=C(NCCc1ccccc1)C(NS(=O)(=O)c1cccc2nsnc12)c1ccccc1 (centres undefined)	4%	2.6	2.5	3.8	i	-18	736	2%	i	27	0.03	1379	-0.34	-0.3	0.76	0.23	-2.1%
CSC1=NC(C)(C)C=C(/C=C/c2ccc(Cl)cc2)N1	3%	2.5	2.7	0.2	i	7	710	2%	i	1	0.42	883	-2.4	0.87	-0.72	-0.29	-0.1%
O=C(NCc1ccc2c(c1)OCO2)c1cc2n(n1)C(C(F)(F)F)CC(c1ccc3c(c1)OCO3)N2 (centres undefined)	8%	4.2	2.9	5.2	nt	0	707	-1%	i	1	0.01	1260	-0.96	-0.2	0.3	0.27	-2.0%
Cc1cccc(Oc2nc(-c3ccncc3)nc3ccccc23)c1	3%	nt	nt	nt	i	0	713	1%	nt	nt	0.01	1303	0.21	0.86	0.19	-0.36	nt
O=C1C2CC=CCC2C(=O)N1c1cccc(OS(=O)(=O)c2ccc3ccccc3c2)c1 (centres undefined)	6%	2.4	1.9	16	i	-26	779	6%	i	12	0.02	930	-0.16	-0.088	0.17	0.46	-0.5%
COCCN(C(=O)Cn1nnc2ccccc21)C(C(=O)NC1CCCCC1)c1ccc(OC)cc1OC (centres undefined)	4%	2.7	1.5	1.7	nt	-48	711	-9%	i	27	nt	nt	0.39	-0.24	0.15	0.48	1.3%
O=[N+]([O-])c1ccc(/C=N/Nc2nc(N3CCCC3)nc(N3CCCC3)n2)o1	5%	1.2	1.1	7.8	i	16	799	2%	i	66	nt	nt	0.058	0.09	-0.037	0.43	4.7%
COc1cc(CC(=O)O)c([N+](=O)[O-])cc1OC	4%	nt	nt	nt	i	6	767	6%	nt	nt	0	964	-0.18	-0.2	-0.18	0.59	nt
Cc1ccc(S(=O)(=O)C2(C(=O)Nc3ccc(Br)cc3)CC2)cc1	1%	2.3	2.4	4.0	i	-2	775	-6%	i	-2	0.12	1080	-1.3	-0.23	-0.86	1.3	-1.8%
COc1ccc(-c2nn(-c3ccccc3)cc2N)cc1	4%	1.1	2.3	5.4	i	-15	695	-1%	i	-11	0.13	1344	0.34	-0.37	-0.39	-0.4	-13%
COc1ccc(NC(=O)/C(Cl)=C(/Cl)S(=O)Cc2ccc(C)cc2)cn1 (centres undefined)	1%	1.0	1.0	10	i	3	776	1%	i	87	?	nt	-5	5	-1.9	-1.3	-3.1%
CC(C)C(=O)Nc1cc(C(F)(F)F)ccc1N1CCOCC1	12%	2.8	1.1	2.9	i	11	632	7%	i	0	-0.31	1723	-0.051	-0.18	-0.69	0.13	5.1%
CC1=C(C(=O)OC(C)(C)C)C(c2cccs2)NC(=O)N1 (centres undefined)	2%	1.9	1.7	9.8	i	-1	580	7%	i	15	0.29	1327	0.97	0.21	1.5	-3.1	0.3%
CC(C)NC(=O)Nc1ccc(Br)cc1Cl	9%	2.9	3.4	2.6	i	-2	663	2%	i	12	-0.22	1366	-1.2	-0.29	-0.48	0.58	0.4%
COc1c(/C=N/NS(=O)(=O)c2ccc(C)cc2)c(CCN(C)C(C)=O)cc2c1OCO2	-3%	nt	nt	nt	i	-122	655	7%	nt	nt	-0.24	1039	0.38	-0.27	0.5	-0.15	nt
CC1(C)OC2OC(COC(=O)c3ccccc3)C3OC(C)(C)OC3C2O1 (centres undefined)	7%	2.6	1.3	8.8	i	-2	659	-3%	i	10	-0.7	1414	0.25	-0.21	0.2	0.08	-1.2%
COc1cccc(-n2c(COc3ccc(C)cc3)nnc2SCC(=O)O)c1	0%	2.8	1.8	8.3	i	nt	nt	1%	i	-1	-0.57	1050	-0.39	0.27	-0.28	0.53	-0.1%
CCCN1C(=O)SC(CC(=O)Nc2ccc(Br)cc2)C1=O (centres undefined)	3%	1.9	1.8	10	i	-7	701	-6%	i	3	0.04	1969	-0.56	-0.12	-0.067	0.95	-2.8%
CC1CCc2c(sc(NC(=O)Cn3nc(C(=O)O)c4ccccc4c3=O)c2C#N)C1 (centres undefined)	-2%	nt	nt	nt	i	-10	716	5%	nt	nt	-0.65	1070	-0.14	-0.24	-0.11	-0.44	nt

Bioassay records deposited in PubChem BioAssay by several laboratories.
